Source: PubChem BioAssay
Pf Dd2 inh: Plasmodium falciparum Dd2 growth inhibition | P. falciparum Dd2 growth, SYBR Green, 72 h | Potency, µM (top dose mostly 28.9 µM), without a hit: top-dose activity, negative = inhibition, hits mostly inhibitors | hit rate 4.3% among 120,000 | AID 1347417; active = well fitted inhibition curve with a large enough effect; inconclusive = small, poorly fitted or top-dose-only effect; inactive = no such curve, though single readings can be large or run the other way;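 also: plate controls were DMSO vehicle for no effect and reference drug for full effect; nearly all actives have a fitted effect of over 65% in size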
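Infected erythrocytes (Dd2, 0.3% parasitemia, 2.5% hematocrit final) are added to compound in RPMI-1640/Albumax II medium, grown 72 h at 37C in low oxygen, then lysed with saponin/Triton-X containing SYBR Green and read by fluorescence.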
An asterisk follows results filed as active; i = inactive; ? = inconclusive; [ ] = dose if it differs, or a comment. Potency is read from the fitted curve at half-maximal effect.

nr | mol | Pf Dd2 inh
1 | Cc1cc(C)c2nonc2c1S(=O)(=O)N1C[C@@H](N(C)C)[C@H](C(C)C)C1 | 11µM*
2 | CCOc1ccc(CCNC(=O)CCn2c(=O)c3cccn3c3cccnc32)cc1 | 9%
3 | COc1ccc(C(=O)N[C@H]2COC[C@H]2Cc2cc(C)no2)c(OC)n1 | -10%
4 | O=C1N(c2ccc(F)cc2)CCOC12CCN(Cc1ccccc1Cl)CC2 | -6%[44.1 µM]
5 | Cc1cc(=O)n(CC(=O)NCc2ccc(F)cc2)c(N2CCc3ccccc3C2)n1 | i
6 | CCOC(=O)c1c(C)c(-c2ccccc2)n(CC(=O)NC2CCCCC2)c1C | 43%[activator]
7 | CCc1nn(CC(=O)NCc2ccccc2Cl)c(=O)c2cccn12 | -14%
8 | COc1ccc(-c2nc(CNC(=O)NC3CCCCC3)c(C)o2)c(OC)c1 | 53%[activator]
9 | CC(C)c1cc(-c2nc(-c3ccc(Br)cc3)no2)n[nH]1 | -13%
10 | Cc1noc(C)c1[S+](=O)([O-])N1CCCC2(C1)NC(=O)c1ccccc1O2 (stereo unspecified) | -23%
11 | CC(NC(=O)c1ccc(C(C)(C)C)cc1)C(=O)N1CCN(c2ccccn2)CC1 (stereo unspecified) | -12%
12 | COC(=O)c1cnc(N2CCN(c3ccccc3F)CC2)c2ccccc12 | -2%
13 | Cc1ccccc1CN1C(=O)c2ccccc2Sc2ccc(C(=O)NC3CCCCC3)cc21 | ?
14 | CC(NC(=O)C1CCN(S(=O)(=O)c2ccc3nc4c(c(C(=O)O)c3c2)CCCC4)CC1)c1ccccc1 (stereo unspecified) | 17%
15 | Cc1c(CC(=O)NCC2CCCOC2)c2c(n1CC(C)C)CC(C)(C)CC2=O (stereo unspecified) | -19%
16 | CN1Cc2ncnc(NCCc3ccc(F)cc3)c2CN(c2ccc(Cl)cc2)C1=O | i
17 | Cn1c(CN2CCN(c3ccc(C#N)cn3)CC2)nnc1C1CC(N)C1 (stereo unspecified) | -14%
18 | CC(C)Cc1nn2c(=O)cc(COC(=O)c3ccc(NC(=O)c4cccs4)cc3)nc2s1 | 50%[activator]
19 | CC(=O)Nc1ccc(-c2c(-c3cccc(C)c3)nn(-c3ccc(F)cc3)c2OC(C)=O)cc1 | -17%
20 | O=C(O)c1cnc2c(c1)n(CCN1CCCC1)c(=O)n2CCc1ccccn1 | -2%
21 | CCCCCNC(=O)C(=O)NCC(c1ccc2c(c1)OCO2)N1CCOCC1 (stereo unspecified) | 22%
22 | CCOC(=O)c1ccc(N2CC3=C(C2=O)C(c2ccc(OC)cc2)NC(=O)N3C)cc1 (stereo unspecified) | 44%[activator]
23 | O=C(CCc1nc(-c2ccccc2)no1)NC1CCCN(CCCc2ccccc2)C1 (stereo unspecified) | 7.1µM*
24 | CN(C)C(=O)c1cccnc1OC1CCN(S(=O)(=O)c2cc(F)cc(F)c2)C1 (stereo unspecified) | 4%
25 | COc1ccc(CCn2c3c(c(=O)[nH]c2=O)C(NC(=O)c2ccc(Cl)cc2)(C(F)(F)F)C(=O)N3)cc1OC (stereo unspecified) | 1%
26 | COc1ccc(CN2CC3(CCN(C(=O)Nc4ccc(OC)cc4OC)CC3)C2=O)cc1 | -20%
27 | O=S(=O)(NC[C@H]1C[C@@H]2CCN1C[C@@H]2CN1CCN(c2ncccn2)CC1)c1ccccc1 | ?
28 | O=C(Nc1onc2c1CCCC2)c1ccc(Cl)cc1 | 30%
29 | COc1ccccc1[C@@H]1CN(C(=O)CCc2ccncc2)C[C@H]1C(=O)O | -4%
30 | CN1C(=O)COC[C@@H]1[C@H](O)c1ccc(NC(=O)c2ccc3c(c2)OCO3)cc1 | ?
31 | Cc1cc(C(=O)NCC2Cn3cccc3C(=O)N2Cc2ccccc2)n(C)n1 (stereo unspecified) | 35%
32 | O=C1c2cnc(-c3ccc(Cl)cc3)nc2OCCN1Cc1ccccc1 | i
33 | CC1CCN(CC2CCCCCN2C(=O)CC2CCCC2)CC1 (stereo unspecified) | ?
34 | Cc1ccc(C(=O)N2CCC(N3C(=O)C4(CCCC4)C3c3scnc3C)CC2)cn1 (stereo unspecified) | ?
35 | CCCCS(=O)(=O)N1C[C@@H](C(N)=O)[C@H](C2CCN(C)CC2)C1 | i
36 | O=C(Nc1ccc(S(=O)(=O)N2CCC(c3nc4ccccc4s3)CC2)cc1)c1ccccc1F | 4%

The list goes on, starting with the last two of the part before.
nr | mol | Pf Dd2 inh
35 | CCCCS(=O)(=O)N1C[C@@H](C(N)=O)[C@H](C2CCN(C)CC2)C1 | i
36 | O=C(Nc1ccc(S(=O)(=O)N2CCC(c3nc4ccccc4s3)CC2)cc1)c1ccccc1F | 4%
37 | COc1cc(C(=O)Nc2c(C(=O)Nc3ccccc3F)oc3ccccc23)cc(OC)c1OC | 21%
38 | CCn1cc(S(=O)(=O)c2cccc(C)c2)c(=O)c2cc(F)c(N3CCCC(C)C3)cc21 (stereo unspecified) | 77%[activator]
39 | Cc1cn2nc(C(=O)N3CCC(NC(=O)c4cccc(N(C)C)c4)CC3)cc2c(=O)[nH]1 | i
40 | COc1cccc([S+](=O)([O-])N2CCC3(C2)OC(=O)Nc2cnccc23)c1 (stereo unspecified) | i
41 | Cc1c(Cn2ccnc2-c2cc(C#CCO)cs2)oc2ccccc12 | ?
42 | CN(CCc1ccccc1)[C@@H]1[C@H](O)[C@H](CO)O[C@@H]1CNS(=O)(=O)c1ccccc1 | -9%
43 | O=C([C@H]1CCC[C@@H](O)C1)N1CCN(C2Cc3ccccc3C2)CC1 | -5%
44 | CNC(=O)c1cn2c(n1)CN(C(=O)OCc1ccccc1)CC2 | 5%
45 | COCCN1CCOC[C@H]2CCN(C(=O)c3ccoc3)C[C@H]21 | 17%
46 | CC(=O)Nc1ccc(S(=O)(=O)NC[C@H]2C[C@@H]3CCN2C[C@@H]3c2cc(-c3ccco3)nc(C)n2)cc1 | i
47 | CCc1nc2c(c(-c3ccc(O)cc3)n1)CN(Cc1cccc(C(F)(F)F)c1)CC2 | ?
48 | COc1ccc(Cl)cc1NC(=O)c1c(OC)cc(=O)n2c1CCCC2 | 50%[activator]

Some values from the list:
Value for cpd 48 in Pf Dd2 inh: 50%[activator]
Value for cpd 43 in Pf Dd2 inh: -5%

The list goes on:
nr | mol | Pf Dd2 inh
49 | O=C(Cc1ccc(F)cc1)N1CCN(c2cc(-c3ccc(Cl)cc3)[nH]n2)CC1 | -16%
50 | C[C@@H](NC(=O)C1=C[C@@H](NS(=O)(=O)c2cccc(C(F)(F)F)c2)[C@@H](O)[C@H](O)C1)C(N)=O | 16%
51 | CN1CCOc2c(C(=O)NCC[S+](C)(=O)[O-])cc(-c3ccccc3F)cc21 | i
52 | O=C(O)C[C@@H]1CCN(C(=O)C2CCCC2)C[C@@H]1CCN1CCN(c2ccccc2)CC1 | i
53 | CN1CC(=O)N(C2CCC2)Cc2c(NC3CCCC3)ncnc21 | -7%
54 | COc1cc(NC(=O)Cn2c(N3CCc4ccccc4C3)nc(C)cc2=O)cc(OC)c1OC | -23%
55 | CC(C)c1noc(-c2cn(C3CCN(C(=O)c4ccco4)CC3)nn2)n1 | i
56 | CN1CCC2(Cc3ccccc3CN(C(=O)C3CCCC3)C2)C1 (stereo unspecified) | ?
57 | c1ccc(-c2ccc3ncc(Nc4ccccn4)n3n2)cc1 | ?
58 | CN(C)S(=O)(=O)N1CCC(N2C(=O)C3(CCCCC3)C2c2ccccc2)CC1 (stereo unspecified) | -21%
59 | Cc1cc(C)n(-c2nc3ccccc3nc2N2CCN(c3cccc(C(F)(F)F)c3)CC2)n1 | 69%[activator][5.79 µM]
60 | CC(C)CN1CCN(C2CCOC3(CCN(S(=O)(=O)c4cccs4)CC3)C2)CC1 (stereo unspecified) | -11%
61 | O=C(NC[C@H]1O[C@H](Cc2cc(-c3ccccc3)on2)CC[C@@H]1O)c1ccccc1F | ?
62 | COCC1CN(C(=O)CN2CCCC2=O)CC12CCNCC2 (stereo unspecified) | 5%
63 | CCN1CCc2[nH]cnc2C12CCN(C(=O)c1cccnc1SC)CC2 | -8%
64 | COC(=O)c1ccc([C@@H]2Nc3c(cccc3C(F)(F)F)[C@@H]3C=CC[C@@H]32)cc1 | 34%[activator]
65 | Cc1cc(C(=O)N2C[C@@H]3CCCN4CCC[C@@H]([C@H]34)[C@H]2CCCC(=O)NCc2ccccc2)nn1C | -7%
66 | COCC1CN(Cc2ccc(C(C)C)cc2)CC12CCNCC2 (stereo unspecified) | ?
67 | Cc1cccc2nc(Cn3c(=O)n(-c4ccccc4)c(=O)c4c5c(sc43)CCC5)cc(=O)n12 | -11%
68 | O=C(CC1CCCCC1)N1CCCC(CN2CCCC2)C1 (stereo unspecified) | ?
69 | O=C(NC1CCCCC1)[C@@H]1C[C@@H](O)CN1C1CCN(C(=O)c2ccccn2)CC1 | 5%
70 | Cc1ccc(-n2c(-c3ccco3)nc3c(cnn3-c3ccc(C)cc3)c2=O)cc1 | 11µM*
71 | Cc1ccc(-c2nnc(Nc3cccc(Cl)c3)c3ccccc23)cc1S(=O)(=O)N1CCN(C)CC1 | -5%
72 | O=C(NCc1ccc(Cl)nc1)c1ccc2cncn2c1 | -6%[44.1 µM]
73 | CCOc1cc(=O)n2c(c1C(=O)Nc1ccc(C)cc1Cl)CCCC2 | 44%[activator]
74 | O=C1NCN(Cc2ccc(Cl)cc2)C12CCN([S+](=O)([O-])c1cccc(C(F)(F)F)c1)CC2 | 15%
75 | O=C(c1cc2ccccc2[nH]1)N1C[C@@H](CO)[C@H](c2ccccn2)C1 | ?
76 | COc1cccc(CCC(=O)N2CCCC(Nc3ccc(F)cc3)C2)c1 (stereo unspecified) | -11%
77 | COc1ccc(-c2cn3c(n2)sc2cc(C(=O)NCCc4ccc(OC)cc4OC)ccc23)cc1 | ?
78 | CCC(CC)c1cc([C@H]2CN3CC[C@H]2C[C@@H]3CNS(=O)(=O)c2cccs2)nc(-c2ccncc2)n1 | 1.1µM*
79 | O=C(Nc1sc2c(c1C(=O)NCC1CCCO1)CCC2)c1cc(=O)c2ccccc2o1 (stereo unspecified) | i
80 | COc1ccc(C2=NOC3(CCCN(C(=O)c4ccccn4)C3)C2)cc1 (stereo unspecified) | 3%
81 | Cc1nn(C)c(C)c1S(=O)(=O)N1CCC(c2noc(-c3cccnc3)n2)C1 (stereo unspecified) | 41%[activator][5.79 µM]
82 | Cc1cc(C(F)F)n2nc(C(=O)Nc3c(C)cccc3C)nc2n1 | 32%[activator]
83 | CCc1ccc(NC(=O)Cn2c(=O)n(Cc3nc(-c4ccccc4)no3)c(=O)c3cc4c(cc32)OCO4)cc1 | ?
84 | COCCN1CCCC2(CCN(C(=O)c3oc4cc(C)ccc4c3C)C2)C1=O (stereo unspecified) | -27%

Reprinted from the part before: 2 compounds; new compounds follow.
nr | mol | Pf Dd2 inh
83 | CCc1ccc(NC(=O)Cn2c(=O)n(Cc3nc(-c4ccccc4)no3)c(=O)c3cc4c(cc32)OCO4)cc1 | ?
84 | COCCN1CCCC2(CCN(C(=O)c3oc4cc(C)ccc4c3C)C2)C1=O (stereo unspecified) | -27%
85 | O=C1NC(=NC2CCCC2)C2(CCCN(Cc3ccsc3)C2)N1c1cc(F)cc(F)c1 (stereo unspecified) | 5µM*
86 | COc1ccc(C2C(C(=O)Nc3cccnc3)=C(C)Nc3nc(-c4ccc(OC)c(OC)c4)nn32)cc1 (stereo unspecified) | ?
87 | O=C(Cc1ccsc1)Nc1ccc(-c2nnc3n2CCCC3)cc1 | -10%
88 | CC(C)N1C(=O)C2(CCCCC2)C1C(=O)N1CCOCC1 (stereo unspecified) | 14%
89 | O=C(Cn1ccn(-c2ccc(F)c(F)c2)c(=O)c1=O)Nc1ccccc1F | 62%[activator]
90 | O=C(c1ccc2c(c1)OCCO2)N1CCc2[nH]nc(-c3ccccc3F)c2C1 | i
91 | COc1ccc(C2(C(=O)N3C[C@@H](Oc4ccccc4)C[C@H]3C(=O)N3CCCC3)CC2)cc1 | ?
92 | N#Cc1ccc(CNC2(Cc3cc(COc4ccccc4)on3)COC2)cc1 | ?
93 | COc1cccc(-c2nc(N3CCOCC3)cc3c2CN(Cc2ccccc2)C3=O)c1OC | 11µM*
94 | C[C@H](NC(=O)OC(C)(C)C)c1nnc(SCc2c(F)cccc2Cl)o1 | -24%
95 | CC(=O)N1CCC(N2CC3(C2)C(=O)N(CCCN2CCCC2=O)C(=O)[C@@H]2C[C@@H](O)CN23)CC1 | 41%[activator]
96 | O=C(Cn1c(=O)n(Cc2ccco2)c(=O)c2sc3ccccc3c21)Nc1ccc(F)cc1F | 18%

Reprinted at random: seven compounds from above
nr | mol | Pf Dd2 inh
87 | O=C(Cc1ccsc1)Nc1ccc(-c2nnc3n2CCCC3)cc1 | -10%
86 | COc1ccc(C2C(C(=O)Nc3cccnc3)=C(C)Nc3nc(-c4ccc(OC)c(OC)c4)nn32)cc1 (stereo unspecified) | ?
90 | O=C(c1ccc2c(c1)OCCO2)N1CCc2[nH]nc(-c3ccccc3F)c2C1 | i
93 | COc1cccc(-c2nc(N3CCOCC3)cc3c2CN(Cc2ccccc2)C3=O)c1OC | 11µM*
92 | N#Cc1ccc(CNC2(Cc3cc(COc4ccccc4)on3)COC2)cc1 | ?
94 | C[C@H](NC(=O)OC(C)(C)C)c1nnc(SCc2c(F)cccc2Cl)o1 | -24%
95 | CC(=O)N1CCC(N2CC3(C2)C(=O)N(CCCN2CCCC2=O)C(=O)[C@@H]2C[C@@H](O)CN23)CC1 | 41%[activator]

The listing continues:
nr | mol | Pf Dd2 inh
97 | COc1ccc(C(=O)N2CC[C@H](CO)[C@H](NC(=O)C3CC3)C2)c(OC)n1 | 20%
98 | Cn1nc(C2CCN(C(=O)c3ccc(F)cc3)CC2)[nH]c1=O | -19%[44.1 µM]
99 | CN1C(=O)c2cccn2CC1CNC(=O)c1n[nH]c2ccccc12 (stereo unspecified) | -8%
100 | O=S(=O)(c1ccc(F)cc1)N1CCC2(CC1)CC(N1CCOCC1)CCO2 (stereo unspecified) | i
101 | CCc1nc(C)c(C(=O)N2CCC3(CC2)CC(c2ccccc2)CN(CC)C3)o1 (stereo unspecified) | i

A portion of the library; count on the stated rates, not on these rows.
